Source: PubChem BioAssay
TRPV1 agonist: activates the human vanilloid receptor TRPV1. Q8NER1. TRPV1-expressing cells, Fluo-8 calcium influx, agonist mode. activation, % at 8.33 µM. 0.19% of 320,000 active; in the data active means activation above about 80%; inconclusive means between about 30% and that limit; further: 0% is about no effect
Target sequence (Q8NER1 whole entry, looked up): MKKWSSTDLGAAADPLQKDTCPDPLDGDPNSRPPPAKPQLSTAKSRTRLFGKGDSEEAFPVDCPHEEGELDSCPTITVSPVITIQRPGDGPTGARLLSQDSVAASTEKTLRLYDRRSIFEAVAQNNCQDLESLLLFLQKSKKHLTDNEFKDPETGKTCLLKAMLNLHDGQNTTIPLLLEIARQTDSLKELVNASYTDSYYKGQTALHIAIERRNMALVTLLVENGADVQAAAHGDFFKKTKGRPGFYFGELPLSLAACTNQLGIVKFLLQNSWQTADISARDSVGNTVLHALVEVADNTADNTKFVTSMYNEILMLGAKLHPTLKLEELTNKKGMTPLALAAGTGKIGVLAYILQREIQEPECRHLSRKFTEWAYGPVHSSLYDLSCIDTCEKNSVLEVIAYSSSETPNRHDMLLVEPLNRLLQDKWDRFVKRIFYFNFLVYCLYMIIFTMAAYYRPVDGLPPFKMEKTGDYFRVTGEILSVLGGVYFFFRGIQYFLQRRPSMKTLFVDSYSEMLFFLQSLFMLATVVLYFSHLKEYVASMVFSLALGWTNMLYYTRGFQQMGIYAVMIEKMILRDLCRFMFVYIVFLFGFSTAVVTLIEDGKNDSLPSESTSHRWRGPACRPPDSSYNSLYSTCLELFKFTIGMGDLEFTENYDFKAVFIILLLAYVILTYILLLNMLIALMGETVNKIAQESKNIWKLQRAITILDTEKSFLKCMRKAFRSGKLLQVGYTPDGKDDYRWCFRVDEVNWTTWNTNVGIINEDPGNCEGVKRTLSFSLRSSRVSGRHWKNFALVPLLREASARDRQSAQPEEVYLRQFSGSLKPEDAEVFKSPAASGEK
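Fluo-8 calcium influx in TRPV1-expressing cells, kinetic read (ex 480/em 520 nm). Compound added and read 3 min for agonist activity, followed by capsaicin at EC20 final and 2 min further read for enhancement.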
A-T KAP1 phos: potential ataxia-telangiectasia treatment; […] A-T fibroblasts, KAP-1 phosphorylation AlphaLISA; neocarzinostatin DNA damage 30 min before lysis; Potency, µM (titrated, usually from 57.5 µM), inactives show at the highest dose activation, actives largely listed as activators; 0.19% of 320,000 active; further: potency means the concentration at half of the fitted maximal effect; % of control where 0% means no effect; nearly all actives have a fitted effect of over 45% in size
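ATM-like activity read as KAP-1 phosphorylation via AlphaLISA donor/acceptor antibody pairs after lysis and 6 hr at 25C. Cells were ATM-null patient fibroblasts ([…], hTERT), dosed 60 min, then exposed to the DSB inducer NCS for 30 min.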
B2AR arrestin: beta2AR (human) beta-arrestin recruitment activity | beta-arrestin recruitment to beta2AR, cell-based reporter | P07550 | Potency, µM (series often up to 46.1 µM), for inactives: at the top dose activation, most hits filed as activators | 0.02% of 330,000 active | AID 492947;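 further: potency means the concentration at half of the fitted maximal effect; 0% = DMSO controls and full agonism = EC100 isoproterenol or metaproterenol; nearly all actives have a fitted effect of over 65% in size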
PTAP TSG101 blk: blocks PTAP/TSG101 interaction to inhibit HIV-1 budding. Q99816. Fluorescence polarization, FITC-PTAP peptide / Tsg101 binding. Potency, µM (top dose mostly 115 µM), for inactives: at the highest dose activity change, negative = inhibition, actives largely listed as inhibitors. 340,000 tested, under 10 active. AID 493005; active means well fitted inhibition curve with a large enough effect in the main read-out, with a control signal flat, not every such curve was filed as active; inconclusive means small, poorly fitted or top-dose-only effect, or effect the other way, or a change in a side signal; inactive means no such curve, though single readings can be large or run the other way; further: potency means the concentration at half of the fitted maximal effect; % of control where 0% means no effect
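Steps: Tsg101 binding domain dispensed (10 uM final), compounds pinned in DMSO, FITC-labeled PTAP-motif peptide added (50 nM final); after 20 min binding at room temperature, polarization measured.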
BRCA1 expr act: increases BRCA1 expression. Potency, µM (titrated, usually from 46.1 µM), for the others: top-dose activation, actives largely listed as activators. MCF7-BRCA1-FFLuc reporter, luminescence, 48 h; response scale: scaled: vehicle 0%, 10 µM genistein 100%. AID 624202. 1.1% of 380,000 active; further: potency means the concentration at half of the fitted maximal effect; nearly all actives have a fitted effect of over 80% in size; some results filed as inactive show a strong effect at the top dose
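Activators of BRCA1 expression were detected as increased firefly luciferase luminescence in engineered MCF7 cells after 48 h compound incubation. Signals were scaled to genistein 10 microM as full activation.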
Integrin act MD: activators of alpha7 integrin expression for muscular dystrophy. alpha7betagal myoblasts, beta-gal FDG fluorescence, 48 h. 0.064% of 350,000 active. Potency, µM (doses to about 38.3 µM), for inactives: top-dose activation, actives largely listed as activators;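 further: potency means the concentration at half of the fitted maximal effect; 100% = response of the positive control SU9516; nearly all actives have a fitted effect of over 60% in size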
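Alpha7betagal+/- myoblasts (passage 13) were plated 16-24 hr, then exposed to compounds (1:260 dilution of DMSO stock) for 48 hours at 37C. After MPER lysis, β-galactosidase reporter activity was read as FDG fluorescence (ex 480/em 540) after 30 minutes.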
ELG1 repair inh: inhibitors of ELG1-dependent DNA repair in HEK293T cells. HEK293T ELG1-luciferase reporter, luminescence, 16 h; DNA damage induced by 5-fluorouridine. Potency, µM (titrated, usually from 46.1 µM), for the others: at the highest dose activity change, negative = inhibition, hits mostly inhibitors. 2.3% of 330,000 active; further: potency means the concentration at half of the fitted maximal effect; on the % scale 0 is the no-effect control and ±100 the full control effect; nearly all actives have a fitted effect of over 55% in size
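Luminescence from the luciferase reporter, measured 30 min after ONE-Glo reagent at room temperature, was the read-out. Beforehand, 2,000 cells per well were exposed for 16 hr at 37 °C to 5-fluorouridine together with compound or vehicle.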
CXXC DNA block: blocks binding of human MLL CXXC domain to DNA. Q03164. MLL-CXXC / FITC-HOXA9 DNA fluorescence polarization. Potency, µM (top dose mostly 115 µM), without a hit: at the highest dose activity change, negative = inhibition, hits mostly inhibitors. 0.037% of 290,000 active. AID 2662; active means well fitted inhibition curve with a large enough effect in the polarisation, with a control signal flat, not every such curve was filed as active; inconclusive means small, poorly fitted or top-dose-only effect, or effect the other way, or a change in a side signal; inactive means no such curve, though single readings can be large or run the other way; the % refers to the polarisation; further: potency means the concentration at half of the fitted maximal effect
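Steps: dispense CXXC domain solution (7 uM) → pin compounds or unlabeled HOX-A9 DNA control → 5 min ambient → add FLSN-HOX-A9 solution (50 nM) → spin → 30 min ambient → fluorescence polarization. Tris pH 7.5/NaCl/DTT/BSA buffer.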
p53 reactivator: mutant p53 re-activation in reporter cells; H1299 p53-A138V BP100-luciferase reporter, luminescence, 24 h; AID 504706; Potency, µM (doses to about 92.2 µM), for the others: at the top dose activity change, positive = activation, actives largely listed as activators; 0.063% of 320,000 active; further: potency means the concentration at half of the fitted maximal effect; % of control where 0% means no effect; nearly all actives have a fitted effect of over 45% in size
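H1299 (p53-null), stable ts p53-A138V + BP100-Luc; 1000 cells/well, Opti-MEM/10% FBS; cpd 4 pt, 1:5; 24 h, 37 deg C, 5% CO2; detection reagent 10 min RT; luminescence.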
TCR act: activates T cell receptor signaling; primary human leukocytes, anti-CD3, IL-2 HTRF, 48 h; Potency, µM (titrated, usually from 9.22 µM), inactives show top-dose activation of IL-2 secretion, hits mostly activators; 330,000 tested, under 10 active; AID 504894; further: % of control where 0% means no effect
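Compounds are tested in HTS on primary human leukocytes co-incubated with a-CD3 beads for 48 hr. IL-2 output is measured by time-resolved FRET.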
The depositor's hits bear a star; ? = inconclusive; / = not tested or not shown; [ ] = dose if it differs, or a comment. Unless noted, the call rests on the fitted dose curve; in most records, active means well fitted curve in the direction sought with a large enough effect; inconclusive means small, poorly fitted or top-dose-only effect, or another doubt; inactive means no such curve, though single readings can be large; an effect the other way counts as inactive or inconclusive. Outcome played no part in choosing rows (roughly 3.8% active in at least one column).

entry | SMILES | TRPV1 agonist | A-T KAP1 phos | B2AR arrestin | PTAP TSG101 blk | BRCA1 expr act | Integrin act MD | ELG1 repair inh | CXXC DNA block | p53 reactivator | TCR act
1 | Nc1c(N(CCC2=CCCCC2)C(=O)Cc2ccccc2F)c(=O)[nH]c(=O)n1Cc1ccccc1 | 6.1 | -3.3% | 0.3% | -5.1% | -14.4% | -31.4% | -5.5% | / | -10.6% | 0.9%
2 | COc1ccc(-c2nn(-c3ccccc3)cc2/C=C2/SC(=S)N(CCC(=O)O)C2=O)c(C)c1 | 7.4 | 2.5% | -0.2% | -5.6% | -79.8% | -13.2% | -17.8% | -24.8% | 7.2% | 0.1%
3 | COc1ccc(N(CC(=O)NC2CCCC2)C(=O)Cn2nnc(-c3ccc(OC)c(OC)c3)n2)c(OC)c1 | -0.2 | 4.9% | -0.1% | 1.3% | 0.1% | 17.7% | -13.0% | -4.7% | -1.4% | 7.1%
4 | Cc1ccc(-c2noc(CCC(=O)NCCN3CCc4ccccc4C3)n2)cc1 | 4.8 | -2.3% | -0.4% | -8.0% | -8.6% | -12.2% | -20.4% | 2.6% | 24.3% | -15.8%
5 | FC(F)(F)c1ccc(-c2csc(-c3ccno3)n2)cc1 | / | 5.7% | 0.4% | -3.4% | -14.4% | 0.0% | 13.1% | 2.1% | ? | -5.5%
6 | O=C(c1ccco1)N1CCc2[nH]nc(-c3ccc(Cl)cc3)c2C1 | -0.6 | 7.0% | 0.0% | 1.2% | -17.5% | ? | ? | 1.4% | -6.1% | -17.7%
7 | CCOC(=O)c1cc(-c2ccccc2)sc1NC(=O)CCN1C(=O)c2ccccc2C1=O | 3.1 | -3.2% | 0.2% | 0.4% | -8.1% | 8.7% | ? | 14.1% | -19.2% | 2.3%[46.1 µM]
8 | CC(NC(=O)Nc1ccc2c(c1)OCO2)C1CCCO1 (stereo not given) | 1.6 | 4.4% | -0.2% | -6.0% | 80.4% | 8.4% | ? | 5.7% | 26.0% | 1.9%
9 | O=C(NCCS(=O)(=O)N1CCN(c2ccccc2)CC1)c1cccc(F)c1 | 28.2 | -6.9% | 0.3% | -8.9% | -12.5% | 40.4% | -10.8% | / | -1.4% | 0.0%
10 | CCN(Cc1ccccc1)C(=O)c1ccc(CS(=O)c2ccccc2C)o1 (stereo not given) | 0.0 | -14.0% | -0.8% | -7.5% | -6.4% | 6.1% | 0.4% | 7.0% | -2.4% | 0.5%
11 | CCCn1nnnc1NCc1cccc(OC)c1OCC | 0.2 | 1.0% | 0.2% | -3.4% | -23.7% | -3.2% | -1.0% | -6.3% | 1.5% | /
12 | O=C(O)c1cnn(-c2nc(-c3ccc(Br)cc3)cs2)c1C(F)(F)F | -0.9 | 2.9% | 0.6% | -1.2% | 5.01µM* | -14.2% | ? | 8.3% | ? | -20.9%
13 | N/C(=N/OC(=O)c1ccccc1F)c1nonc1N | 7.0 | 0.1% | -0.4% | -0.1% | ? | 14.8% | ? | -8.8% | 10.9% | -4.7%
14 | O=C(c1ccc(COc2ccccc2Br)o1)N1N=C(C(F)F)CC1(O)C(F)F (stereo not given) | 2.1 | 26.8% | -0.3% | -0.8% | -58.3% | -17.7% | -24.9% | 19.5% | -1.9% | -3.5%[46.1 µM]
15 | Cc1cn([C@H](C(=O)NCCCCCCCCCCC(=O)N2CCNCC2)[C@@H](C)O)nn1 | -1.7 | 7.4% | -0.7% | -2.5% | 14.5% | -30.2% | ? | / | -3.2% | -8.7%
16 | COC(=O)c1cc(C(=O)OC)n(Cc2ccc(Br)cc2)n1 | 14.2 | 0.7% | 0.1% | -7.4% | -8.8% | -10.1% | 14.0% | -7.5% | -0.8% | -0.2%
17 | CC(=O)NCCc1ccc(C(=O)Cn2cnc3ccccc3c2=O)cc1 | -2.3 | -1.0% | 0.7% | -0.3% | 102.2% | -21.3% | ? | 52.5%[activator] | 16.1% | -4.4%
18 | O=C(COc1ccccc1)Nc1ccccc1N1CCN(c2ccc(F)cc2)CC1 | 5.1 | 9.0% | -0.1% | 0.2% | -43.4% | 0.6% | -1.3% | -2.1% | 0.8% | -10.7%
19 | COc1ccccc1N=c1sc2ccccc2n1C | 0.7 | 8.2% | 0.0% | -3.2% | 29.5% | 8.5% | 12.3% | 1.0% | 7.8% | -6.8%
20 | CCOC(=O)COc1c(Cl)cc(/C=C2\N=C(C)OC2=O)cc1OC | / | / | / | 2.2% | -2.9% | 14.4% | / | / | / | 2.2%
21 | Nc1ccc2oc(-c3ccccc3Cl)cc(=O)c2c1O | -1.7 | -11.3% | -0.3% | / | 7.08µM* | 4.5% | ? | 15.3% | ? | 0.3%
22 | Cc1cc[n+]2n1CC(O)C2 (stereo not given) | 2.9 | -3.8% | -0.2% | -0.2% | -1.8% | -4.6% | 0.0% | 0.4% | -0.6% | -1.7%
23 | CCCCn1nc(C(=O)N2CCc3ccccc32)c2ccccc2c1=O | 13.6 | 3.5% | -1.2% | -0.7% | -9.5% | -11.8% | ? | 8.4% | -11.0% | 4.5%
24 | O=C(Cc1c[nH]c2ccccc12)OCC(=O)c1ccccc1 | 2.3 | -0.6% | -0.4% | 1.2% | 9.6% | -12.0% | 14.5% | 2.3% | -1.8% | 0.7%
25 | CCOc1ccc2nc(NC(=O)Cc3cccs3)sc2c1 | 7.4 | -0.7% | 0.1% | -5.2% | ? | -12.3% | ? | 2.2% | ? | 18.6%
26 | CCCCCCC(C)NC(=S)Nc1cc(S(=O)(=O)N(C)C)ccc1C (stereo not given) | 23.0 | 5.3% | 0.3% | ? | -77.1% | -38.5% | -22.2% | 18.3% | -12.7% | -0.9%[46.1 µM]
27 | CCCC(C(=O)NNC(=O)c1cc(C)oc1C)c1ccccc1 (stereo not given) | / | 1.3% | -0.6% | -1.8% | -7.1% | -18.3% | ? | / | -0.1% | -9.4%
28 | COc1ccc(/C=C(\NC(=O)c2ccc(C)cc2)C(=O)NCCCn2ccnc2)cc1OC | -1.8 | -5.1% | 0.0% | -0.8% | 12.2% | ? | -2.5% | -0.9% | -1.5% | 8.8%
29 | CCCNC(=O)CSc1nc(-c2cccs2)cc(C(F)(F)F)n1 | 5.4 | 3.6% | -0.3% | -4.9% | -9.5% | 18.2% | -23.7% | 7.5% | 2.5% | 5.2%
30 | CCn1c(COc2ccccc2C)nnc1SCC(=O)Nc1cc(C)on1 | 0.3 | -6.5% | 0.2% | -3.7% | 6.9% | -6.1%[7.66 µM] | -2.5% | 14.1% | 1.0% | 0.7%

entry | SMILES | TRPV1 agonist | A-T KAP1 phos | B2AR arrestin | PTAP TSG101 blk | BRCA1 expr act | Integrin act MD | ELG1 repair inh | CXXC DNA block | p53 reactivator | TCR act
31 | CCC(=O)NCCCCNC(=O)CC | 1.9 | 3.3% | -0.3% | -2.1% | 9.2% | 14.2% | 3.5% | 17.7% | -0.9% | 0.5%
32 | Cc1ccsc1C1C(C(=O)O)c2ccccc2C(=O)N1C (stereo not given) | -1.7 | 1.4% | 0.0% | -3.8% | -7.1% | 26.5% | 5.8% | 16.6% | 7.0% | -4.9%
33 | O=C(COc1ccc(Cl)cc1)N(Cc1ccccc1)c1nc(-c2ccccc2)cs1 | 10.8 | -1.3% | 0.5% | -2.3% | -19.0% | ? | ? | ? | 1.7% | -4.9%
34 | NC(=O)c1ncn([C@@H]2O[C@H](CNCc3cccc4c3sc3ccccc34)[C@@H](O)[C@H]2O)n1 | / | / | / | -5.1% | 11.2% | -6.8% | / | / | / | -0.7%
35 | CN(Cc1cccc(Cl)c1)C(=O)C1CCC(=O)N(C2CC2)C1 (stereo not given) | 5.9 | -0.9% | 0.0% | -2.0% | 0.0% | 19.3% | 6.2% | 5.6% | 7.8% | -1.7%
36 | COc1ccc(-c2noc(CCC(=O)NCCN(C)Cc3ccccc3)n2)cc1 | -0.7 | / | / | -1.2% | -10.6% | -4.7% | / | -2.9% | / | -2.8%
37 | C=CCn1c(Cc2cccs2)nnc1SC/C=C/c1ccccc1 | 0.0 | 4.2% | -0.9% | -6.2% | -28.1% | -15.1% | ? | 7.9% | -5.0% | 0.4%
38 | Cc1ccc(S(=O)(=O)N2CCN(C(=O)c3cccs3)CC2)cc1C | 3.6 | 5.6% | 0.1% | -4.3% | -2.0% | 11.0% | ? | 3.8% | -7.3% | -8.0%
39 | CC(=O)c1ccc2c(c1)CC(C)C(=O)N2C (stereo not given) | -3.1 | / | 0.1% | -0.3% | -9.8% | 16.6% | 21.8% | -11.6% | ? | 3.5%[46.1 µM]
40 | COc1ccc(CN(C(=O)c2snc(C(N)=O)c2N)C(C)C(=O)NCc2ccc(F)cc2)cc1 (stereo not given) | -0.3 | -2.6% | 0.5% | 1.4% | -36.3% | 18.7% | -5.7% | 49.9%[activator] | -11.0% | 1.5%
41 | COc1ccc(OC)c(NC(=O)CN2CCC(NC(=O)c3ccccc3C)CC2)c1 | -1.9 | 4.1% | -0.2% | -5.7% | -3.7% | ? | ? | 1.7% | ? | 5.2%
